# From PubChem BioAssay
# PGC1a acetyl inh: PGC1a acetylation modulation, inhibitor mode | hit rate 0.17% among 350,000 | inhibition, % at 15.6 µM | U2OS PGC1a acetylation, AlphaScreen anti-acetyl-lysine; with virally co-expressed GCN5 acetyltransferase;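 active = every replicate shows inhibition of at least 40%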;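 also: 0% = neutral control wells and 100% = positive control wells; some results beyond the cut were filed as inactive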
# S100A4 MyoIIA: blocks human S100A4 binding to myosin IIA peptide. P26447. S100A4/TAMRA-MyoIIA peptide fluorescence polarization. inhibition, % at 10.7 µM. hit rate 0.14% among 360,000. AID 652163;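 active = mean inhibition of at least 70% across replicates, with every replicate also reaching that level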
# Target sequence (P26447 whole entry, looked up): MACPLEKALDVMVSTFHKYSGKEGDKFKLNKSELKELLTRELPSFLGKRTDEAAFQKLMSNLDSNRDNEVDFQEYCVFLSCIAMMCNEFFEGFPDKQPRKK
#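 Material: S100A4 monomer protein | Medium: HEPES pH 7.2 with CaCl2, KCl, NaCl, DTT, Triton | Reagent: Labelled myosin peptide probe, 5 nM | Doses: One dose per compound | Times: 5 min incubation before reading | Benchmarks: Neutral control DMSO, positive control TFP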
# LGR2 inh: Drosophila LGR2 receptor signaling inhibition; inhibition, % at 9.99 µM; AID 720647; HEK293 LGR2, CRE-luciferase, bursicon-stimulated, 4 h; hit rate 0.35% among 380,000;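 active = drop in luminescence signal, shown as inhibition above about 50% in the replicate tests, limit read from the data, passing the limit was not always enough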;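 also: agonist challenge used bursicon conditioned medium at about half maximal strength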
# Xi reactivation: reactivates the inactive X chromosome in mouse fibroblasts. XiGFP mouse fibroblasts, % GFP-positive cells imaging, 3 d; cells co-treated with 5-aza-dC sensitizer; scaled so ellipticine positive control = 100%. hit rate 0.055% among 360,000. activation, % at 7.58 µM;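 active = mean normalized replicate activation at least 10% and every replicate at or above 10%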;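 also: 0% = median of on-plate neutral control wells and 100% = ellipticine 6 µM median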
#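 System: 68-5-11 XiGFP fibroblast line | Buffer or medium: DMEM containing 5-aza-dC | Compound: Single point | Times: Compounds 3 days, fix/stain 15 min at room temperature | Benchmarks: Positive control ellipticine, 6 µM final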
# Cneo AK release: causes C. neoformans cell lysis. adenylate kinase release luminescence, 4 h; normalised: neutral wells 0, clomiphene wells 100. lysis activity, % at 15 µM. hit rate 0.2% among 360,000;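 active = mean lysis activity across replicates of at least 80%, whatever share of replicates individually reach that level; inactive = mean lysis activity below 80%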
#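 Assay system: Cryptococcus neoformans yeast cells / Dosing: single-point compound dose / Timing: 4 h at 37 °C static, read 1 h later / Measured by: luminescence of released adenylate kinase using an AK detection reagent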
# C2C12 statin: protects C2C12 myotubes from simvastatin toxicity | AID 602340 | rescue of ATP level, % at 7.49 µM | ATP luminescence, 48 h; scaled: DMSO 0, geranylgeraniol control 100 | hit rate 0.78% among 330,000;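 active = mean ATP rescue above about 67%, or every replicate alone reaching that limit, limit read from the data, passing the limit was not always enough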;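 also: myotubes were challenged with 10 µM simvastatin during compound exposure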
# ERAP1 HTS inh: blocks human ERAP1 aminopeptidase activity; recombinant ERAP1, Leu-AMC fluorescence, 60 min; inhibition, % at 10.7 µM; hit rate 0.15% among 340,000;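 active = mean replicate inhibition of at least 30%, or all replicates individually reaching that 30% level; inactive = mean below 30% and not every replicate reaching it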;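 also: 0% = neutral control wells and 100% = L-leucinethiol positive control wells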
# SIRT5 inh: blocks human SIRT5 desuccinylation of peptide; Q9NXA8; Purified SirT5, succinyl-peptide AMC, trypsin-coupled fluorescence; inhibition, % at 15 µM; hit rate 1.1% among 330,000; AID 652115; in the data active = inhibition above about 15%
# Target sequence (Q9NXA8 whole entry, looked up): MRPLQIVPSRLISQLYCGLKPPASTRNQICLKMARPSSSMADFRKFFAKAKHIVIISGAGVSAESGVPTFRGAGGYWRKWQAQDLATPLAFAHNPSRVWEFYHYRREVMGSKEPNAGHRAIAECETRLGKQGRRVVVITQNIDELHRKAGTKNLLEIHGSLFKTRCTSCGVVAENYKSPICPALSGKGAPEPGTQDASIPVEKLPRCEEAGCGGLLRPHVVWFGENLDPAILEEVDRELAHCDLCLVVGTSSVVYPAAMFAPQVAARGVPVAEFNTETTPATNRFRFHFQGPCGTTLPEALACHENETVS
# * marks the source's active call; other numbers are inactive results; · = no result given; & = joins results of further samples.
SMILES,PGC1a acetyl inh,S100A4 MyoIIA,LGR2 inh,Xi reactivation,Cneo AK release,C2C12 statin,ERAP1 HTS inh,SIRT5 inh
COc1ccc(NC(=O)C(=O)N2N=C3CCCCC3C2(O)C(F)(F)F)cc1 (configuration not stated),·,-10.3,7.2,0.0,·,·,14.3,-0.5
COc1ccc(-c2nc3ccc(Cl)cn3c2Cc2cccc(F)c2)cc1OC,-1.5,-15.4,3.3,0.0,2.1,3.9,-0.2,-3.5
COc1ccc(C(=O)NC(=S)NNC(=O)CCc2ccccc2)cc1,-7.6,-0.7,9.2,·,-2.5,-45.8,9.1,-3.5
COc1ccc([C@H]2CN(CCc3ccccc3)C(=O)[C@@H]2CC(=O)Nc2ccccc2)cc1,1.4,-9.0,-35.5,0.0,1.9,24.0,-1.9,17.7*
O=[N+]([O-])c1cccc(SSc2cccc([N+](=O)[O-])c2)c1,6.0,-3.3,13.6,-0.2,6.0,-1.7,1.1,0.8
CC(Oc1ccccc1F)C(=O)NNC(=O)c1cc2ccccc2o1 (configuration not stated),2.7,5.4,3.3,0.1,·,·,0.8,·
CN(C)CCCNC(=O)C[C@H]1CC[C@H]2[C@@H](COC[C@@H](O)CN2CC2CCCC2)O1,-1.6,21.1,-18.5,0.0,0.5,-21.1,-3.3,4.3
Cc1c(C(=O)NN2CCOCC2)oc2ccccc12,0.6,4.5,10.3,0.5,0.4,6.2,0.9,-2.9
CN(CC(=O)Nc1ccc(F)cc1)C(=O)c1ccc(N2C(=O)CCC2=O)cc1,·,-5.0,9.6,0.0,1.2,0.1,12.8,-2.7
COc1ccc(CC2=CC(=O)c3ccccc3C2=O)cc1,-128.3,-1.5,-8.3,9.5,-17.9,-37.9,6.6,1.8
O=C(c1ccc2c(c1)OCO2)N1C[C@H]2[C@@H](c3ccccc31)[C@@H](CO)N2Cc1ccccc1Cl,-15.6,-0.4,-15.1,0.0,2.8,35.9,-4.8,2.3
CC1CCCCN1CCCNC(=O)C1CCN(c2nc3ccccc3o2)CC1 (configuration not stated),-2.4,-3.2,-6.3,0.1,-0.4,-7.7,5.4,-3.6
CCC1CCCCN1S(=O)(=O)c1ccc(NC(=O)C2CC(=O)N(C(C)(C)C)C2)cc1 (configuration not stated),11.5,-0.3,-17.6,-0.5,-1.5,-17.7,3.8,0.3
COCCNc1nc(C)cc(-c2cc(C(=O)NC3CCCC3)on2)n1,·,·,-2.2,0.1,5.8,0.3,·,·
CN1C(=O)C(CC#N)(C2(CC#N)C(=O)N(C)c3ccccc32)c2ccccc21 (configuration not stated),1.3,-9.9,-0.3,0.0,0.2,-0.4,·,·
COc1ccc(C(=O)OCC(=O)N(C)C2CCS(=O)(=O)C2)cc1S(=O)(=O)N1CCCc2ccccc21 (configuration not stated),·,-3.5,·,1.1,·,·,-1.8,3.1
CCOc1cc(NC(=O)c2cccs2)c(OCC)cc1NC(=O)c1cccnc1,2.8,0.8,11.0,0.0,3.1,-18.7,-1.6,-1.2
COc1cccc(-c2nc(CS(=O)(=O)CC(=O)Nc3cccc(C)c3C)c(C)o2)c1,·,18.1,15.4,0.3,-0.2,11.2,4.2,10.5
Cc1c(Cl)cnc(NC(=O)COC(=O)c2nn(C)c(=O)c3ccccc23)c1Cl,·,-1.1,9.6,0.0,·,·,14.0,-1.3
COCCNC(=O)CN1C(=O)NC2(CCOc3ccccc32)C1=O (configuration not stated),·,7.6,-3.0,0.2,-3.2,9.1,-0.7,-2.9

# Results in C2C12 statin (5 entries from above):
mol	C2C12 statin
CN1C(=O)C(CC#N)(C2(CC#N)C(=O)N(C)c3ccccc32)c2ccccc21 (configuration not stated)	-0.4
COc1cccc(-c2nc(CS(=O)(=O)CC(=O)Nc3cccc(C)c3C)c(C)o2)c1	11.2
CCOc1cc(NC(=O)c2cccs2)c(OCC)cc1NC(=O)c1cccnc1	-18.7
COCCNc1nc(C)cc(-c2cc(C(=O)NC3CCCC3)on2)n1	0.3
CC1CCCCN1CCCNC(=O)C1CCN(c2nc3ccccc3o2)CC1 (configuration not stated)	-7.7

# Other compounds:
SMILES,PGC1a acetyl inh,S100A4 MyoIIA,LGR2 inh,Xi reactivation,Cneo AK release,C2C12 statin,ERAP1 HTS inh,SIRT5 inh
O=C(NCc1ccc(OC(F)(F)F)cc1)c1cccc2c1C(=O)c1ccc(N3CCCC3)cc1S2(=O)=O,-14.0,5.8,-12.8,0.0,0.0,9.1,·,·
CCOC(=O)C1(C)CCCN(C(=O)c2ccc(OC)cc2)C1 (configuration not stated),2.8,-3.3,9.6,0.1,-3.2,6.9,0.2,-1.2
CN(C)S(=O)(=O)c1cccc(COC(=O)CN2C(=O)NC3(CCCC3)C2=O)c1,·,1.0,0.1,0.0,0.0,·,-2.2,-1.0
CC(C)(CSc1ncccn1)NS(=O)(=O)c1ccccc1,4.8,2.3,-0.7,0.1,0.0,119.6*,-0.4,2.6
CO[C@H]1CN(C)C(=O)c2ccc(NC(=O)Nc3c(C)noc3C)cc2OC[C@H](C)N(C)C[C@@H]1C,10.7,-1.6,4.8,-0.1,·,·,-1.9,-2.2
CCC(=O)N1c2ccccc2NC2=C(C(=O)CCC2)C1c1ccco1 (configuration not stated),13.5,0.9,-1.0,0.0,2.6,7.1,1.2,-2.2
C1CCc2c(nc3nnnn3c2NCC2CC2)C1,6.2,2.0,-11.8,-0.1,-1.5,·,-0.7,1.9
Cc1onc(-c2c(Cl)cccc2Cl)c1C(=O)NCc1cccs1,·,-0.9,·,-0.1,·,·,-4.2,-6.6
Cc1cc(C)n(/N=C/c2ccco2)c(=O)c1C#N,·,-1.7,-40.8,0.1,·,·,0.2,2.7
COc1cc(-c2cnc3c(NC=O)cc(-c4ccccc4Cl)cn23)cc(OC)c1OC,-101.9,0.1,-10.2,0.7,1.7,-37.6,7.6,-9.5
CCC(C(=O)NCc1ccccc1)n1c(-c2cccs2)nc2ccccc21 (configuration not stated),·,1.4,-8.8,0.3,·,·,4.7,·
c1ccc2c(C[n+]3csc4ccccc43)cccc2c1,12.4,·,-45.0,·,1.1,49.7,·,·
C[C@H]1CN([C@@H](C)CO)C(=O)Cc2cc(NC(=O)CCCN(C)C)ccc2O[C@H]1CN(C)S(=O)(=O)c1ccc(F)cc1,0.3,4.5,-0.9,-0.9,51.8,-16.4,4.9,0.7
C[C@H]1CN([C@@H](C)CO)C(=O)c2cccc(NS(C)(=O)=O)c2O[C@H]1CN(C)CC1CC1,4.7,0.8,10.4,-0.4,-7.8,-4.2,1.3,1.8
O=C(NC1CC1)c1ccc(CS(=O)c2ccccc2)o1 (configuration not stated),1.9,5.4,-15.3,-0.1,0.7,6.7,1.3,·
O=C(Nc1cccc(Cl)c1Cl)C1CCCC1,-10.4,-5.7,2.8,0.9,3.7,12.7,3.1,-1.1
O=c1[nH]c(/C=C\c2cccc(Cl)c2)nc(O)c1[N+](=O)[O-],10.0,-2.0,5.6,0.0,-4.6,-14.5,3.0,2.0
CCCCOc1ccc(C(=O)NCC(=O)NCCOc2ccccc2OC)cc1,6.4,-3.5,-12.2,0.2,-0.3,44.6,1.3,-0.2
CC(=O)Nc1cccc(Oc2nc(-c3ccccn3)nc3ccccc23)c1,-0.8,-7.4,-15.9,-0.1,-2.7,·,·,4.1
COc1ccc(C)cc1-n1nnnc1SCC(=O)Nc1cc(C)on1,-3.8,0.2,0.8,·,-1.2,-33.4,-1.2,-5.3

# Rewritten bar-delimited: part of the list above
compound | PGC1a acetyl inh | S100A4 MyoIIA | LGR2 inh | Xi reactivation | Cneo AK release | C2C12 statin | ERAP1 HTS inh | SIRT5 inh
C[C@H]1CN([C@@H](C)CO)C(=O)c2cccc(NS(C)(=O)=O)c2O[C@H]1CN(C)CC1CC1 | 4.7 | 0.8 | 10.4 | -0.4 | -7.8 | -4.2 | 1.3 | 1.8
COc1ccc(CC2=CC(=O)c3ccccc3C2=O)cc1 | -128.3 | -1.5 | -8.3 | 9.5 | -17.9 | -37.9 | 6.6 | 1.8

# (cont.)
SMILES,PGC1a acetyl inh,S100A4 MyoIIA,LGR2 inh,Xi reactivation,Cneo AK release,C2C12 statin,ERAP1 HTS inh,SIRT5 inh
CC1CCc2sc(C(=O)N/N=C/c3ccc([N+](=O)[O-])cc3)cc2C1 (configuration not stated),0.1,·,-10.5,-0.1,-2.5,·,·,·
N#Cc1cc(Sc2ccccn2)c(Sc2ccccn2)cc1C#N,18.6,·,-6.4,·,-0.1,-12.9,·,·
CC(=O)c1cccc(Nc2cc(C)nc3c(C)cccc23)c1,·,0.0,-26.1,-0.1,·,·,-3.5,1.3
O=C(CN1C(=O)NC2(CCOc3ccccc32)C1=O)NCc1ccc(F)cc1 (configuration not stated),-9.4,-9.8,3.9,0.0,1.3,6.3,-2.9,-0.1
CC(C)NC(=O)Nc1cccc2c1O[C@@H](CN(C)Cc1ccc(C(=O)O)cc1)[C@H](C)CN([C@H](C)CO)C2=O,14.1,7.0,12.4,0.1,-4.1,1.1,0.8,-2.9
C[C@@H]1CN([C@H](C)CO)C(=O)CCCn2nncc2CO[C@H]1CN(C)S(=O)(=O)c1ccccc1F,-20.6&4.6,1.7&-4.1,6.0,-0.1&1.4,-1.1&-2.2,3.3&-17.6,-2.2&0.1,1.9&-2.2
COCC#Cc1ccc2c(c1)O[C@H](CN(C)S(C)(=O)=O)[C@H](C)CN([C@@H](C)CO)S2(=O)=O,-1.3,0.4,1.7,0.0,-2.7,2.5,0.0,3.3
COc1cccc(CC(=O)NCC2(N3CCCCC3)CCCCC2)c1,·,-38.9,-23.0,0.4,·,·,1.7,-3.4
COc1ccc(-c2cn[nH]c2-c2ccc(O)cc2O)cc1OC,-3.9,-1.2,-19.8,0.2,-5.1,-5.5,-2.9,-3.0
OCc1ccccc1-c1nc(NCC2CC2)nc2ccsc12,-2.1,-4.6,-11.7,0.1,0.2,1.5,7.7,·
C[N+](C)(C)CCCCCC[N+](C)(C)C,·,13.0,2.5,0.0,-0.5,4.1,2.2,-15.8
O=C(C[C@H]1CC[C@H](NC(=O)Nc2cc(F)ccc2F)[C@@H](CO)O1)Nc1ccccc1,-5.0,-2.3,11.7,-0.4,50.0,2.6,-1.8,4.4
O=S(=O)(NC1c2cccc3cccc(c23)C1Sc1ncccn1)c1ccccc1 (configuration not stated),·,-5.5,15.9,0.1,·,·,-3.6,0.9
CN(C(=O)COC(=O)/C=C/c1ccc(C(F)(F)F)cc1)c1c(N)n(Cc2ccccc2)c(=O)[nH]c1=O,·,-2.7,-7.7,0.1,-4.2,5.6,0.0,-3.7
O=C(CSc1nnnn1-c1ccc2c(c1)OCCO2)N1CCc2ccccc21,8.6,41.5,-11.1,·,-0.2,12.2,-9.3,-5.1
CC1(C(=O)NCc2ccc(C(F)(F)F)cc2)CCN1Cc1c(F)cccc1F (configuration not stated),-10.0,-0.3,·,0.2,-0.3,9.9,-0.5,·
C[C@H](CO)N1C[C@H](C)[C@@H](CN(C)C(=O)Nc2cccc(F)c2)Oc2cc(C#CC3(O)CCCC3)ccc2S1(=O)=O,0.0,6.7,6.2,0.1,2.2,-57.2,4.2,-4.5
COc1ccccc1OCC(=O)NC1CCCCCCC1,·,-0.7,0.9,1.1,-0.5,0.5,-9.0,-2.1
O=c1[nH]c(N/N=C\c2ccc3c(c2)OCO3)nc2ccccc12,·,-2.8,·,0.3,-3.1,7.4,-2.0,-1.4
Cc1cc(C(=O)OCC(=O)Nc2cccnc2Cl)c2ccccc2n1,·,-2.9,19.6,0.0,·,·,1.1,-1.5
Cc1onc(C(=O)NCCc2ccccc2)c1[N+](=O)[O-],-5.5,-22.2,-6.2,0.2,-3.9,0.2,-2.1,-0.7

# Not all compounds are listed; count on the stated rates, not on these rows.
